GLP1R inv ag – acts as inverse agonist at human GLP-1 receptor; hit rate 1.6% among 410,000; Potency, µM (top dose mostly 38.3 µM), for the others: at the highest dose activity change, negative = inhibition, actives largely listed as inhibitors; AID 624417; HEK293 GLP-1R CRE-luciferase, luminescence, 24 h; GLP-1R form is constitutively active; P43220; also: potency is read from the fitted curve at half-maximal effect; % is scaled to controls: 0 for no effect and ±100 for the full control effect; nearly all actives have a fitted effect of over 55% in size
Target sequence (P43220 whole entry, looked up): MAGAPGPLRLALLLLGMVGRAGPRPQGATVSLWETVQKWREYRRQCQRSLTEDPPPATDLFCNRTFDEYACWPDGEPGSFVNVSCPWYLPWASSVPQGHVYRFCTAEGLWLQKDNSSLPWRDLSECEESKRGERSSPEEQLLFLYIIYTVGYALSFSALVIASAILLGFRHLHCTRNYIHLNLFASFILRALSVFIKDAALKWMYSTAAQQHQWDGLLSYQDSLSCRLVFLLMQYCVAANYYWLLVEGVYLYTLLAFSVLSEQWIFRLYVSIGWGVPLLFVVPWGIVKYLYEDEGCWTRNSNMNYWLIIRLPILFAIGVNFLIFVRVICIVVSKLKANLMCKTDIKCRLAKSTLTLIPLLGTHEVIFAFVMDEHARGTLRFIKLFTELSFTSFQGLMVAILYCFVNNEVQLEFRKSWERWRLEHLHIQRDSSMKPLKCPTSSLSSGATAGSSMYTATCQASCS
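Cells are plated, allowed 12 hours at 37 deg C, then treated with compounds for 24 hr before luciferase detection reagent is added and luminescence is read after 12 min at room temperature. The HEK293 line carries constitutively active GLP-1R with a cAMP-responsive reporter.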
HEK293 tox – cytotoxicity in counter-screen for GLP-1R inverse agonists | HEK293 cAMP-luciferase reporter cells, luminescence, 24 h | Potency, µM (titrated, usually from 38.3 µM), for inactives: at the highest dose activity change, negative = inhibition, most hits filed as inhibitors | hit rate 0.13% among 410,000 | AID 624418;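 also: loss of luciferase light is scored as toxicity; potency is read from the fitted curve at half-maximal effect; % is scaled to controls: 0 for no effect and ±100 for the full control effect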
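Seeding density was 200 cells/uL; after overnight-length (12 h) culture, 23 nL compounds went on for 24 h at 37 °C. Readout used a luciferase detection reagent, luminescence taken after 12 min at room temperature.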
aSyn yeast inh – inhibitors of alpha-synuclein toxicity in yeast; Yeast expressing alpha-synuclein, growth rescue, BacTiter-Glo, 24 h; hit rate 0.14% among 370,000; Potency, µM (titrated, usually from 46.1 µM), inactives show at the highest dose growth rescue (activation), most hits filed as activators; also: potency is read from the fitted curve at half-maximal effect; % of control where 0% means no effect; nearly all actives have a fitted effect of over 65% in size
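Galactose-induced alpha-syn yeast (OD600=0.02, raffinose-pregrown) + pinned cpd, 24 hr, 30 deg C; growth by BacTiter-Glo luminescence. Growth restoration scores as activation.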
Akt phos inh – inhibitors of Akt phosphorylation; Neuro2A IGF-stimulated pAkt S473 HTRF, 20 min; stronger effect = lower value; activity change, % for hits at 50 µM; hit rate 0.32% among 360,000; in the data active = activity change below about -80%; inconclusive = mostly about -51% to -80%; also: % is scaled to controls: 0 for no effect and ±100 for the full control effect
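Single-point screen (50 µM final compound) in Neuro2A cells stimulated 20 min with 6 nM IGF at 37 deg C. After lysis, Ser473-phosphorylated Akt read by HTRF (ex 330 nm, em 615/665 nm) as the 665/615 ratio.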
TDP43 rescue – rescues yeast growth from TDP-43 toxicity; TDP-43 expressing yeast growth rescue, BacTiter-Glo, 24 h; Potency, µM (highest dose often 46.1 µM), for inactives: top-dose growth rescue (activation), actives largely listed as activators; hit rate 1.8% among 410,000; AID 652104; also: potency is read from the fitted curve at half-maximal effect; % of control where 0% means no effect; nearly all actives have a fitted effect of over 50% in size
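Cell-based yeast growth screen: TDP-43 expression induced in galactose, inoculum OD600=0.02 after raffinose pregrowth to mid-log. Read-out BacTiter-Glo luminescence at 24 hr, 30 deg C; inhibition of toxicity seen as signal increase.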
Mm-Cpn inhibitor – blocks the Methanococcus maripaludis chaperonin Mm-Cpn; purified Mm-Cpn ATPase, ADP Transcreener TR-FRET; Potency, µM (top dose mostly 76.9 µM), for the others: top-dose activity, negative = inhibition, most hits filed as inhibitors; hit rate 0.031% among 330,000; also: potency is read from the fitted curve at half-maximal effect; % is scaled to controls: 0 for no effect and ±100 for the full control effect; nearly all actives have a fitted effect of over 80% in size
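ATP (10 uM final) was added to archaeal chaperonin (25 nM final) after 10 min exposure to test compound at 37°C; after 30 min further incubation, ADP was detected by competitive TR-FRET.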
FUS yeast rescue – FUS proteinopathy suppression in yeast | S. cerevisiae FUS-expressing, growth rescue, OD600, 24 h | Potency, µM (titrated, usually from 76.6 µM), for the others: top-dose growth rescue (activation), usual class: activators | hit rate 0.24% among 390,000 | AID 1347120;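 also: potency is read from the fitted curve at half-maximal effect; plate controls were DMSO vehicle for no effect and reference control for full effect; nearly all actives have a fitted effect of over 55% in size; some results filed as inactive show a strong effect at the top dose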
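Steps: raffinose overnight preculture; dilution to OD 0.005 in 2% galactose minimal medium; compound addition (concentration series); 24hr at 30C, 99% humidity; absorbance read at 600 nm.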
Abeta yeast res – A-beta toxicity reversal in yeast. Potency, µM (series often up to 46.1 µM), for the others: at the top dose growth rescue, most hits filed as activators. hit rate 0.063% among 410,000. yeast expressing A-beta42, growth rescue, OD600, 48 h; response scale: 0% DMSO, 100% iron-clioquinol control. AID 1347071; also: potency is read from the fitted curve at half-maximal effect; nearly all actives have a fitted effect of over 55% in size
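Growth rescue measured by 600 nm absorbance after 48 h yeast culture at 30 C with compound. Values normalized between DMSO and an equimolar ferric chloride plus clioquinol control.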
PTHR1 agonist – agonists of human PTHR1 parathyroid hormone receptor; HEK293 GP2 PTHR1 cells, GloSensor cAMP luminescence, 1 h; Potency, µM (highest dose often 115 µM), for inactives: at the top dose activation, most hits filed as activators; hit rate 0.075% among 410,000; also: potency is read from the fitted curve at half-maximal effect; nearly all actives have a fitted effect of over 55% in size; some results filed as inactive show a strong effect at the top dose; inactives centre near -15; many of its hits are not listed in these tables
Target sequence (Q03431 whole entry, looked up): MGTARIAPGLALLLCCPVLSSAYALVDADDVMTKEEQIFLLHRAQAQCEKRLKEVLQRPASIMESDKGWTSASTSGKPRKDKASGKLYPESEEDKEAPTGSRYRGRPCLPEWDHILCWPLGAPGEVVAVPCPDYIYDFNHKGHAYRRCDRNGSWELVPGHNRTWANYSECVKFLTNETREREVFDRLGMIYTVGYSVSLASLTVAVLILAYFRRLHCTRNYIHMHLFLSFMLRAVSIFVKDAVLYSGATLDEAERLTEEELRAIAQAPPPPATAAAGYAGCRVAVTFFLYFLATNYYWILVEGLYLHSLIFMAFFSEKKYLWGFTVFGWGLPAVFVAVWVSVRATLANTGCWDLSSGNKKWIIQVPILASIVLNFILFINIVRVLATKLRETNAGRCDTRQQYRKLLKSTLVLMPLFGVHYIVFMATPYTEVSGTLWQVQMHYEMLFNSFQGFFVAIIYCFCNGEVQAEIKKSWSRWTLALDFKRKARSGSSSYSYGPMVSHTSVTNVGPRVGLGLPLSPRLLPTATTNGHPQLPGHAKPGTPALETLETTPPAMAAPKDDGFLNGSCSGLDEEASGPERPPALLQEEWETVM
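HEK-293-derived GP2 cells expressing PTHR1 and a GloSensor cAMP reporter, 3,000/well, plated overnight, given luciferin plus IBMX (each 0.5 mM as added) for 1 h at 37 °C, then compound for 1 h at 37 °C. Luminescence was read after 15 min at room temperature.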
Starred values were filed as active, the others as inactive; i = inactive; ? = inconclusive; . = not tested or not shown; [ ] = dose if it differs, or a comment. Unless noted, calls follow the shape of the dose curve; as a rule, active = well fitted curve in the direction sought with a large enough effect; inconclusive = small, poorly fitted or top-dose-only effect, or another doubt; inactive = no such curve, though single readings can be large; an effect the other way counts as inactive or inconclusive.

SMILES	GLP1R inv ag	HEK293 tox	aSyn yeast inh	Akt phos inh	TDP43 rescue	Mm-Cpn inhibitor	FUS yeast rescue	Abeta yeast res	PTHR1 agonist
Cc1cc(C)n(-c2ccc(Cl)c(C(=O)NCc3ccccc3)n2)n1	16%	-8%	7%	i	?	2%	11%	3%	-47%[inhibitor]
COc1nc(NCc2ccc(Cl)cc2)nc(OC)n1	8%	6%	0%	i	?	0%	12%	22%	i
C[C@H](CO)N1C[C@H](C)[C@H](CN(C)Cc2ccc(Oc3ccccc3)cc2)Oc2cc(Br)ccc2S1(=O)=O	?	15%	-5%	i	7%	.	22%	5%	-66%[inhibitor]
COCCOC(=O)C1=C(N)OC2=C(C(=O)CC(C)(C)C2)C1c1cccnc1 (stereo unspecified)	9%	10%	-5%	i	14%	1%	4%	3%	i
Cc1cc(C)c2c(n1)sc1c(-c3ccccc3)c(C#N)c(N)nc12	1%	8%	-2%	i	10%	0%	5%	8%	i
COC(=O)C1C(=O)c2c([nH]c(C(=O)OC3CCCC3C)c2C)CC1C (stereo unspecified)	?	1%	5%	i	12%	0%	-7%	13%	-13%
CC(=O)N1CCN(c2ccc(Oc3nnnn3-c3ccccc3)cc2)CC1	7%	-4%	4%	i	0%	-1%	17%	-8%	-38%[inhibitor][57.5 µM]
CC1CCCC(C)N1CCCNC(=O)c1nn(C)c2c1CSc1ccccc1-2 (stereo unspecified)	?	?	6%	i	2%	0%	47%	-1%	-3%
N/C(=N\O)c1cccc(CS(=O)(=O)c2ccccn2)c1	-21%	-5%	-4%	i	-22%	0%	18%	12%	-8%
COc1ccc(NC(=O)c2cc(NC(=O)C3CCCCC3C(=O)O)ccc2N2CCOCC2)cc1 (stereo unspecified)	2%	-20%	0%	i	14%	-4%	.	3%	i
O=c1c(-c2ccc(Cl)cc2)[n+]([O-])c2ccccc2n1O	7%	117%[activator]	21%	.	-46%[inhibitor]	1%	3%	-33%[inhibitor]	-18%[57.5 µM]
CCCCc1ccc(NS(=O)(=O)N(C)C)cc1	?	27%	2%	i	?	0%	?	?	?
CCN(CC(=O)Nc1ccc2c(c1)OCCO2)Cc1nc2cc(Cl)ccc2c(=O)[nH]1	1%	-16%	7%	i	8%	0%	.	21%	-53%
C/C(CC(=O)Nc1ccc2c(c1)OCCO2)=N\NC(=O)c1ccccc1Cl	?	0%	2%	i	2%	1%	7%	-5%	i
CCN(CC)S(=O)(=O)c1cccc(NC(=O)CNc2cccc(S(=O)(=O)N3CCCC3)c2)c1	?	0%	0%	i	12%	1%	.	6%	-47%[inhibitor]
COC(=O)Cn1ncc2c3ccccc3n(Cc3ccccc3)c2c1=O	-22%	1%	5%	i	5%	-3%	14%	-9%	-23%[57.5 µM]
CCOC(=S)NC(=O)c1sc2ccccc2c1Cl	0%	-36%	-8%	i	0%	-19%	20%	-24%	i
CNc1c([N+](=O)[O-])cnn1-c1ccc(Cl)cc1	85%[activator]	-3%	-12%	i	-10%	2%	4%	7%	-5%[57.5 µM]
CN(CC(=O)Nc1cccc(F)c1)C(=O)c1ccccc1Cc1ccccc1	13µM*	-24%	14%	i	17%	-1%	25%	5%	i
CCc1ccccc1NC(=O)Nc1cccc(F)c1	?	-20%	-8%	i	8%	2%	-27%	-2%	-44%[inhibitor]

Among those listed so far, these have fluorine:
SMILES	GLP1R inv ag	HEK293 tox	aSyn yeast inh	Akt phos inh	TDP43 rescue	Mm-Cpn inhibitor	FUS yeast rescue	Abeta yeast res	PTHR1 agonist
CN(CC(=O)Nc1cccc(F)c1)C(=O)c1ccccc1Cc1ccccc1	13µM*	-24%	14%	i	17%	-1%	25%	5%	i
CCc1ccccc1NC(=O)Nc1cccc(F)c1	?	-20%	-8%	i	8%	2%	-27%	-2%	-44%[inhibitor]

The results go on:
SMILES	GLP1R inv ag	HEK293 tox	aSyn yeast inh	Akt phos inh	TDP43 rescue	Mm-Cpn inhibitor	FUS yeast rescue	Abeta yeast res	PTHR1 agonist
CCc1ccccc1NC(=O)CNC(=O)CNC(=O)C1CCCCC1	0%	2%	-1%	i	7%	0%	.	2%	-6%
Cn1nc(C(=O)NCc2ccccc2)c2c1-c1ccccc1SC2	?	3%	.	.	20µM*	.	31%	0%	-22%
CCN=C1S/C(=C\c2cc(Br)ccc2OCC(=O)OCC)C(=O)N1CC	-29%	-25%	20%	i	-9%	2%	.	5%	-25%
COCc1ccc(C(=O)N2CCc3c([nH]c4ccccc34)C2c2ccccn2)s1 (stereo unspecified)	?	-7%	13%	i	16%	0%	34%	?	i
O=[N+]([O-])c1ccc2nc(SCc3ccccc3Cl)sc2c1	0%	-23%	-21%	i	-11%	1%	3%	-2%	i
COc1ccc(NC(=O)C(C)n2nc(C)c3c(C)n(-c4ccccc4)nc3c2=O)cc1Cl (stereo unspecified)	10%	3%	.	.	22%	.	-5%	-7%	-60%[inhibitor]
Cc1cc(C)nc(SCC(=O)c2c(N)n(C)c(=O)n(C)c2=O)n1	3%	0%	0%	i	-1%	0%	16%	13%	-10%[57.5 µM]
Cc1ccccc1CNC(=O)c1cc2cc(S(=O)(=O)N3CCCCC3)ccc2n1C	?	3%	.	.	21%	.	10%	19%	i
CC(=O)c1cccc(Nc2nc(N3CCOCC3)nc(N3CCOCC3)n2)c1	24%	0%	9%	i	9%	-4%	11%	3%	-21%
CNS(=O)(=O)c1cccc(C(=O)OCC(=O)Nc2ccccc2OC(F)F)c1	-6%	-8%	-2%	i	-2%	2%	-2%	-3%	-6%[57.5 µM]
CC(C)[C@H](NC(=O)[C@H](Cc1ccccc1)n1c(=O)[nH]c2ccccc2c1=O)C(=O)N1CCC[C@H]1C(=O)O	-3%	-11%	-1%	i	12%	2%	-2%	4%	-37%[inhibitor]
CCN(CC(=O)N1CCOCC1)S(=O)(=O)c1cc(Cl)ccc1Cl	-16%	20%	-10%	i	-8%	1%	.	-8%	i
Cc1ccc(SCC(=O)NCCSCc2ccccc2)cc1	-14%	-14%	8%	i	?	2%	.	4%	-4%
COc1ccc(-n2nnnc2C(CCSC)N2CCN(C/C=C/c3ccccc3)CC2)cc1 (stereo unspecified)	-29%	3%	1%	i	12%	.	5%	-8%	-24%
CCOc1ccc(NC(=S)NCc2cccnc2)cc1	-1%	10%	-6%	i	-13%	-1%	-15%	-1%	i
c1ccn2c(SCc3ccc4c(c3)OCCO4)nnc2c1	?	-14%	-1%	i	9%	0%	-6%	-7%	-3%
CCOC(=O)C1(C)CCCN(C(=O)c2cc(C)on2)C1 (stereo unspecified)	9%	-9%	-6%	i	5%	.	-19%	-14%	-3%
O=C(Cc1ccc(Cl)cc1)c1c[nH]c(C(=O)NCCCn2ccnc2)c1	?	1%	-5%	i	-3%	0%	-31%	16%	-6%
CCn1c(SCC(=O)N2CCOCC2)nc(O)cc1=O	-6%	1%	-9%	i	-7%	-1%	-3%	-24%	-9%
COc1cccc(Nc2cc(C)nc3nc(C)nn23)c1	7%	7%	-4%	i	16%	1%	-8%	0%	-2%
CC(=O)NCCNC(=O)C1CCC(CNc2nc(=S)[nH]c3ccccc23)CC1 (stereo unspecified)	16%	-14%	1%	i	16%	0%	2%	-10%	i
COCCn1ccc2c(OCC(=O)NCCc3ccc(OC)c(OC)c3)cccc2c1=O	17%	-7%	-1%	i	3%	-1%	1%	8%	-2%
O=C(Nc1ccccc1OC(F)F)c1ccc(N2CCCC2=O)cc1	-7%	7%	-2%	i	26%	.	-37%	-8%	i
COc1ccccc1Cn1c(C)c(C(=O)NCc2cccc(C)c2)sc1=O	?	-1%	8%	i	28%	.	33%	2%	-31%[inhibitor]
CC12CCC(C(=O)NCCN3CCCCC3)(CC1=O)C2(C)C (stereo unspecified)	3%	3%	-1%	-114%*	-22%	2%	13%	5%	i
CCN(CC)S(=O)(=O)c1ccc(N2CCOCC2)c(NS(=O)(=O)c2ccc(C)cc2)c1	3%	4%	0%	i	-11%	-2%	.	4%	-14%
Cc1nn(CSc2c(F)c(F)c(F)c(F)c2F)c(C)c1[N+](=O)[O-]	?	0%	-8%	i	?	-2%	-4%	11%	-2%
CC[C@]12c3[nH]c4ccc(OC)cc4c3CCN1C(=O)C(CC(=O)NCCCN(C)C)C[C@@H]2C(=O)N1CCN(C(=O)C2CC2)CC1 (stereo partly specified)	12%	6%	1%	i	5%	2%	-6%	4%	0%
Cn1cc(-c2cc3n(n2)CCC(=O)N3CCCC(=O)NCc2ccc(Cl)cc2)c2ccccc21	?	?	.	.	6%	.	36%	-4%	i
Cc1ccc(NC(=O)CCC(=O)OCC(F)(F)C(F)F)cc1	-23%	3%	-6%	i	-14%	-8%	13%	-8%	-12%[57.5 µM]
CC1=C(CC(=O)c2ccc(Cl)cc2)C(=O)c2ccccc2C1=O	3%	-1%	3%	i	-13%	-2%	25%	-22%	?
COCCNC(=O)C(OC(=O)c1ccco1)c1ccccc1OC (stereo unspecified)	0%	-10%	4%	i	-1%	-20%	11%	15%	i
CCCC(c1nnnn1C(C)(C)C)N1CCN(c2ccccc2)CC1 (stereo unspecified)	-13%	9%	1%	i	-26%	4%	-1%	-31%	i
COc1ccc(OC)c(NC(=O)/C=C/c2ccc(S(=O)(=O)N3CCOCC3)cc2)c1	-22%	-8%	2%	i	-4%	0%	33%	-15%	i
Cc1ccc(C(=O)Nc2nc(-c3nnn(-c4cccc(C(F)(F)F)c4)c3C)ns2)cc1	3%	2%	.	.	13%	.	-12%	-16%	-15%

Some of the compounds tested; count on the stated rates, not on these rows.
